# CHOP inh – blocks CHOP induction under ER stress; CHO-K1 CHOP-promoter luciferase, tunicamycin-induced, 15-18 h; 220,000 compounds, 3.8% hits; inhibition, % at 10 µM;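 active means compounds that reduced the stress-induced luciferase reporter signal by more than about 70% of percent inhibition, limit read from the data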;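 further: 0% = tunicamycin plus vehicle and 100% = wells without tunicamycin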
# EP2 modulator – EP2 receptor (human) modulation | P43116 | EP2-expressing cells, cAMP HTRF FRET, PGE2 co-stimulation | induction, % at 25 µM | 260,000 compounds, 0.83% hits | AID 940;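 active means compounds whose cAMP rise, as percent of the full-agonist control response, exceeds 60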;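 further: rat C6 glioma line stably carrying human EP2 under a CMV promoter; the protocol text gives 20 µM as final concentration; 100% = response of wells given 1 µM PGE2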
# S1P4 antagonist – blocks the human S1P4 receptor | 220,000 compounds, 0.26% hits | AID 1510 | S1P4-expressing cells, antagonist mode, reporter read-out | inhibition, % at 4.98 µM | O95977; in the data active means inhibition above about 29%;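 further: 0% = wells stimulated with agonist and 100% = vehicle wells without agonist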
# Target sequence (O95977 whole entry, looked up): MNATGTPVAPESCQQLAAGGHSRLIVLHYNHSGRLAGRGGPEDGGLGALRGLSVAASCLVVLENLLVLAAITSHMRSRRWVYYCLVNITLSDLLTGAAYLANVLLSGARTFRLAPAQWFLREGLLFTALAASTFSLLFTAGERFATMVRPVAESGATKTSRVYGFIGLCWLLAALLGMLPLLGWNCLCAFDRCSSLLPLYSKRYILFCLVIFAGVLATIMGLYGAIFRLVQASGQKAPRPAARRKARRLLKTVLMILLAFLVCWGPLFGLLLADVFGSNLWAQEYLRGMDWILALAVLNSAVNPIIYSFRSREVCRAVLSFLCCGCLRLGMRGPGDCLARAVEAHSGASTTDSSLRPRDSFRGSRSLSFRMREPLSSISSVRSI
# NPY-Y2 PAM-ag – human NPY-Y2 potentiation or agonism, primary screen; cells expressing NPY-Y2, potentiator/agonist read-out; 220,000 compounds, 0.45% hits; activation, % at 3.6 µM; P49146; in the data active means activation above about 27%;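 further: cells stimulated with NPY near EC25 plus isoproterenol at EC100; 0% = vehicle plus submaximal agonist and 100% = vehicle plus saturating agonist; some results beyond the cut were filed as inactive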
# TRPML3 ag – activates the human TRPML3 channel. Q8TDD5. HEK293 TRPML3-YFP, Fluo-8 calcium fluorescence; 100% = the carbachol control signal. activation, % at 3 µM. 220,000 compounds, 0.29% hits. AID 1448;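 active means activation above its plate's cutoff, the mean activation of the plate's test wells plus 3 SD, cut at about 12% in these data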;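 further: 0% = DMSO only wells and 100% = carbachol wells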
# Target sequence (Q8TDD5 whole entry, looked up): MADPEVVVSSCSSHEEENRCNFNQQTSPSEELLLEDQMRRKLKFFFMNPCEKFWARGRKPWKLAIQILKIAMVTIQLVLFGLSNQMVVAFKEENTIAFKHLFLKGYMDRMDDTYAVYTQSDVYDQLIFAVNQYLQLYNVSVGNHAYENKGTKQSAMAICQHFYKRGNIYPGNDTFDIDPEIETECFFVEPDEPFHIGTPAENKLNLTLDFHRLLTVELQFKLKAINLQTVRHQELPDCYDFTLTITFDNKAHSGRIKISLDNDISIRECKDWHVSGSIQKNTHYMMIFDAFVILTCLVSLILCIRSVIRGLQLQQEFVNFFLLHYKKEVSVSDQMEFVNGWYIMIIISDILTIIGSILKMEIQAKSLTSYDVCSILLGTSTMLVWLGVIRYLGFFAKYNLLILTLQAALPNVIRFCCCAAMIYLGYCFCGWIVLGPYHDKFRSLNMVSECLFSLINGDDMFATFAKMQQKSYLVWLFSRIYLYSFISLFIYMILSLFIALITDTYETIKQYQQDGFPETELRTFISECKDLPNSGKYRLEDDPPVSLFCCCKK
#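 system = HEK293 cells stably carrying human TRPML3-YFP | doses = one concentration, 3 µM nominal, 0.3% DMSO | timing = dye loading 1 h 37 °C then 30 min ambient, 125 s read | detection = Fluo-8 calcium dye fluorescence, ex 470-495, em 515-575 nm | benchmarks = high control carbachol 87 µM, low control DMSO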
# NPY1 pot ag – human NPY-Y1 potentiation or agonism, primary screen; P25929; activation, % at 3.6 µM; 220,000 compounds, 0.37% hits; NPY-Y1 expressing cells, potentiator/agonist activation; in the data active means activation above about 33%, passing the limit was not always enough;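 further: cells stimulated with NPY at EC10 then isoproterenol at EC100; 0% = low agonist plus stimulus and 100% = saturating agonist plus stimulus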
# NPY Y1 blocker – NPY-Y1 (human) receptor antagonism. inhibition, % at 3.6 µM. 200,000 compounds, 1% hits. HEK293-CNG Y1 cells, membrane potential fluorescence; NPY at EC95, then isoproterenol;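 active means inhibition above the campaign mean inhibition of all tested compounds plus 3 SD, cut at about 20% in these data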;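 further: 0% = DMSO wells given NPY plus isoproterenol and 100% = isoproterenol alone without NPY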
#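 Benchmarks – high control isoproterenol alone, low control NPY with isoproterenol · Material – HEK293 Y1/CNG channel cell line · Times – dye 3 h, compound 60 min room temperature, stimulation 45 min · Probe or stimulus – NPY (25 nM), isoproterenol (1 µM), Ro 20-1724 (25 µM) · Evaluation – % inhibition of NPY effect · Signal – fluorescence, membrane potential probe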
# S1P4 agonist – human S1P4 receptor agonism. 220,000 compounds, 0.35% hits. AID 1509. S1P4-expressing cell line, agonist reporter assay. O95977. activation, % at 4.98 µM; in the data active means activation above about 11%;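 further: 0% = DMSO vehicle and 100% = reference agonist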
# TRPN1 ag – zebrafish TRPN1 (NompC) channel agonism; HEK293 zebrafish TRPN1-YFP, Fluo-8 calcium fluorescence; 100% = response to 87 µM carbachol; activation, % at 3 µM; 220,000 compounds, 0.18% hits; AID 1424;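 active means activation above its plate's cutoff, the mean activation of test wells on that plate plus 3 SD, cut at about 19% in these data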;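 further: 0% = DMSO alone and 100% = 87 µM carbachol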
#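 System: zebrafish TRPN1-YFP in HEK293 cells / Dosing: 3 µM single point / Timing: dye loading 1 h at 37 °C, then 30 min room temperature / Signal: Fluo-8 calcium fluorescence, excitation 470-495 nm, emission 515-575 nm / Read-out basis: percent activation from peak over basal fluorescence ratio, control-normalized / Control set: high carbachol 87 µM, low DMSO alone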
# Starred values were filed as active, the others as inactive; . = not tested or not shown; & = joins results of further samples.
SMILES,CHOP inh,EP2 modulator,S1P4 antagonist,NPY-Y2 PAM-ag,TRPML3 ag,NPY1 pot ag,NPY Y1 blocker,S1P4 agonist,TRPN1 ag
COc1ccc(OC)c(Nc2nc(-c3sc(N)nc3C)cs2)c1,22,25,-9,10,0.4,1,2,-0.1,0.8
CCCCOC(=O)c1ccc(N/C(=N\S(=O)(=O)c2ccccc2)c2ccccc2)cc1,42,52,-3,10,0.1,-4,0,1.6,0.9
CCOC(=O)c1c(C)[nH]c(C(=O)COC(=O)c2ccccn2)c1C,-9,-5,1,-10,1.1,0,1,0.9,0.9
COc1ccc(CNC(=O)CCCn2nc(C)c([N+](=O)[O-])c2C)cc1,12,29,-2,-5,0.5,9,-2,0.0,1.1
COc1ccc(CN2CC(C(=O)NCCCN3CCN(C)CC3)CC2=O)cc1 (stereo not given),-8,6,-3,3,1.0,-2,-4,-0.4,1.9
Cc1ccc2nc(-c3ccc(NC(=O)c4ccco4)cc3)[nH]c2c1,4,-27,-5,-22,0.3,-35,3,1.4,1.7
O=C(NC1CCCc2ccccc21)C12CC3CC(CC(O)(C3)C1)C2 (stereo not given),-9,-4,-14,0,0.6,2,-1,0.4,2.2
O=C(Nc1nccs1)c1cc(S(=O)(=O)N2CCCCC2)ccc1Cl,25,-8,4,17,0.6,8,-7,-0.4,1.8
Nc1ccccc1SC(C[N+](=O)[O-])c1ccccc1 (stereo not given),46,-52,5,-9,-0.3,14,.,1.0,0.7
Cc1nc2cc(NS(=O)(=O)c3ccccc3F)ccc2s1,5,-9,8,8,0.4,3,.,0.6,0.3
O=C(NCc1ccccn1)c1cc(-c2ccccc2Cl)on1,-4,-62&-47,2,-23,-0.8,-13,10,-0.3,-0.1
COc1ccc(CC(=O)NC(=S)NNC(=O)COc2c(C)cccc2C)cc1,5,-15,-1,-5,0.2,-17,3,0.6,1.5
COc1ccc(/C=N/NC(=O)c2c([N+](=O)[O-])c(C)nn2C)cc1,-1,-14,-11,1,0.6,-11,-1,0.7,1.5
Cc1c(N=Cc2c(O)n(C3CCCCC3)c(=O)[nH]c2=O)c(=O)n(-c2ccccc2)n1C,25,16,-6,-9,0.3,-2,0,-1.6,0.2
Cc1cc2c(cc1C)N(Cc1ccccc1)C1=NCCCN12,18,-10,16,-16,-0.2,4,.,-0.2,-0.6
CCCNC(=O)c1ccc(SCC(=O)N(CC)CC)c([N+](=O)[O-])c1,5,-13,-8,-5,0.7,2,0,0.3,2.1
Cc1ccc(-n2c(CCc3ccccc3)nnc2SCC(=O)NCc2ccccc2)cc1C,85*,28,-13,4,-0.2,-32,6,-2.5,-2.2
CCC(=O)N=c1sc2c(OC)ccc(OC)c2n1C,.,.,-10,-4,0.5,-20,-2,-1.0,0.8
CC(C)(C)C(=O)Nc1ccccc1C(=O)Nc1ccccn1,11,10&20,-2,-5,-0.5,-6,3,-0.8,1.1
CCCc1cc(-n2ccnc2)n2c(nc3ccccc32)c1C#N,-51,-10,2,2,1.1,-36,2,-4.8,2.0

# Brought forward from above: three compounds, then new ones.
SMILES,CHOP inh,EP2 modulator,S1P4 antagonist,NPY-Y2 PAM-ag,TRPML3 ag,NPY1 pot ag,NPY Y1 blocker,S1P4 agonist,TRPN1 ag
CCC(=O)N=c1sc2c(OC)ccc(OC)c2n1C,.,.,-10,-4,0.5,-20,-2,-1.0,0.8
CC(C)(C)C(=O)Nc1ccccc1C(=O)Nc1ccccn1,11,10&20,-2,-5,-0.5,-6,3,-0.8,1.1
CCCc1cc(-n2ccnc2)n2c(nc3ccccc32)c1C#N,-51,-10,2,2,1.1,-36,2,-4.8,2.0
Cc1[nH]n(-c2ccc(F)cc2)c(=O)c1/C=N/c1sc2c(c1C#N)CCCC2,90*,-25,-19,1,0.2,11,2,2.9,-0.5
c1ccc(Cc2nn3c(C4COc5ccccc5O4)nnc3s2)cc1 (stereo not given),0,14,8,-18,-0.8,-25,9,-1.1,0.0
O=C(CCN1CCOCC1)Nc1ccc2c(c1)N(C(=O)CN1CCOCC1)c1ccccc1CC2,-10,3,-9,-3,0.9,8,-4,0.7,2.5
O=C(c1cccs1)c1no[n+]([O-])c1C(=O)c1cccs1,.,-17,4,-7,-0.1,-10,4,0.4,-0.6
CC1Cc2nc(SCC(=O)OCc3ccccc3)n(C)c(=O)c2S1 (stereo not given),-6,16,-6,-2,-0.2,-15,-1,0.0,-1.8
COc1ccc(-n2c(=O)c3c4c(sc3n3c(C)nnc23)CC(C)CC4)cc1 (stereo not given),.,.,-2,-2,0.3,-3,-1,0.7,-0.8
O=C(CSc1nc2ccccc2c(=O)n1NC(=O)c1ccccc1)c1ccccc1,22,-25,-7,-16,-0.5,-7,7,0.5,-0.9
CCn1c(Cc2ccccc2)nnc1SCC(=O)Nc1ccc(N)cc1,-16,10,9,6,0.8,10,7,-0.5,0.2
CCOC(=O)c1sc2nc(CSc3ccccc3)nc(N3CCCN(C)CC3)c2c1C,60,-8,-10,-19,0.7,-26,9,-0.3,-0.3
CCOC(CNC(=O)c1cccc([N+](=O)[O-])c1)OCC,-21,-1,-18,-3,0.7,12,.,0.0,4.2
COc1ccccc1N1CCN(Cc2nc(N)nc(Nc3ccc(C)c(Cl)c3)n2)CC1,76*,-42,-15,-1,-0.3,-14,2,0.0,-0.7
COc1ccc(N=Nc2cc(C)ccc2O)cc1,10,6,3,6,0.1,18,.,1.7,-0.1
O=S(=O)(c1ccc(F)cc1)c1nc(-c2ccc(F)cc2)oc1NCCN1CCOCC1,10,6,-8,10,-0.1,9,3,0.8,0.8
C=CCc1cccc2cc(C(=O)Nc3ccc(F)cc3)c(=O)oc12,-21,13,-13,7,0.7,-9,1,1.2,0.1
CC(C)N(C#N)c1nc(N2CCOCC2)nc(N2CCOCC2)n1,27,20,0,0,1.2,-7,-4,-0.1,-0.1
O=C(NNC(=O)c1ccccc1Br)c1ccc(Cl)cc1,-7,-4,2,-14,1.0,12,4,0.6,-1.5
O=C(c1ccc(CSCc2ccccc2F)o1)N1CCN(c2ccc(N3CCOCC3)nn2)CC1,19,-9,4,8,1.9,6,6,-2.0,4.1
CCOC(=O)CSC1=C(C#N)C(c2ccc3c(c2)OCO3)CC(=O)N1 (stereo not given),-1,11,1,10,0.1,-17,4,-0.5,2.6
Cn1ccnc1SCc1nc2c(cnn2-c2ccccc2)c(=O)[nH]1,-5,-1,-3,-3,0.2,-32,-2,0.0,-1.0
Cc1ccc(-c2csc(C3=C(O)CN(NC(=O)c4ccco4)C3=N)n2)cc1,3,-44,17,-18,0.2,0,.,-1.0,0.0
COC(=O)Nc1ccc(S(=O)(=O)N2c3ccccc3CCC2C)cc1 (stereo not given),.,-11,-6,1,-0.1,9,5,2.1,-0.9
CC(C)CC(OC(=O)c1cccs1)C(=O)NCc1ccco1 (stereo not given),21,15,-70,16,-0.2,16,0,2.5,-0.3
CC(=O)c1cccc(Nc2cc(C)nc3c(C)cc(C)cc23)c1,0,-21,3,4,0.4,-20,3,-1.5,-0.7
COc1ccc(/C=C/C(=O)NC2CCCCCC2)cc1S(=O)(=O)N1CCOCC1,6,-32,-6,-5,0.6,2,0,1.1,-0.1
N#Cc1c(C(F)(F)F)cc(-c2ccc(F)cc2)nc1SCC(=O)O,-14,14,17,-16,0.5,-24,1,1.6,-1.3
O=C(NC(=S)NCCC1=CCCCC1)c1ccco1,34,-24,-1,-5,1.2,-2,5,1.4,-1.0
CC1=CC(C)(C)N2C(=O)C3(C(C#N)=C(N)OC4=C3C(=O)CCC4)c3c(C)c(C)cc1c32 (stereo not given),50,22&21,-2,9,0.1,14,0,-0.5,-0.6
COc1ccccc1N(C(=O)c1ccncc1)c1nc(-c2ccc([N+](=O)[O-])cc2)cs1,37,43,14,4,0.4,-23,1,1.1,0.9
CCOc1ccc(C2c3[nH]c4ccccc4c3CCN2C(=O)Cn2cncn2)cc1 (stereo not given),8,5,-12,8,1.0,28,2,-0.2,0.9
Cc1ccc(NC(=O)CC2S/C(=N/c3nccs3)N(C)C2=O)c(C)c1 (stereo not given),46,-1,-12,-3,0.6,28,-4,-0.6,-0.8
COc1ccc(CNC(=O)CSc2nc(-c3ccccc3)cc(-c3cccs3)c2C#N)cc1,-37,15,-26,7,0.2,-15,-2,3.1,0.0
CCOC(=O)c1[nH]c2ccccc2c1NC(=O)Nc1ccc(OC)cc1,87*,-6,-15,-9,-0.5,9,3,-2.3,0.8
O=C(CSc1nnc(-c2ccncc2)n1Cc1ccco1)c1ccc(Cl)cc1,57,6,-5,-13,0.1,-37,9,-2.2,2.7
Cc1[nH]nc(NCCO)c1[N+](=O)[O-],9,17,8,6,0.0,28,-5,-2.1,1.1
CC12CCC(C(=O)Nc3ccccc3-n3cccc3)(CC1=O)C2(C)C (stereo not given),13,5,-11,-7,0.6,7,5,0.2,-0.8
CC(C)Cn1c(-c2ccncc2)n[nH]c1=S,7,21,8,5,1.1,3,0,0.9,0.2
Cc1ccc(NC(=O)CNc2ccccc2CN(C)C2CCCCC2)cc1,38,15,-12,-10,-0.5,-12,17,1.0,0.3
COc1ccccc1-c1nc(C#N)c(N2CCN(c3cccc(Cl)c3)CC2)o1,7,8,2,-13,0.5,1,9,-1.1,-0.4
Cc1cccc(Cn2cnc3c(nnn3Cc3ccc(F)cc3)c2=O)c1,31,23,-22,-11,-0.3,-22,6,-0.3,-0.2
Cc1cc(-c2ccco2)n2c(nc3ccccc32)c1C#N,-9,2,-10,8,0.1,-3,1,0.2,0.0
CCCC(=O)NC(Nc1ccccc1F)C(Cl)(Cl)Cl (stereo not given),23,18,2,-15,-0.9,6,1,1.7,-2.8
COc1ccc(F)cc1S(=O)(=O)NC1CCCC1,22,-7,-6,10,0.4,-15,4,2.3,-0.6
CCn1ncc(NC(=S)Nc2ccc3c(c2)OCO3)c1C(N)=O,33,-1,0,-7,0.7,5,1,-1.1,0.5
Cc1ccc(-c2cc(C(F)(F)F)n3ncc(C(=O)N4CCN(C)CC4)c3n2)cc1,6,-16,5,-3,-0.5,0,1,-0.3,-0.3
CCN(CC)c1ccc(C2C3CCCCC3(O)CCN2CC(=O)N2CCCCC2)cc1 (stereo not given),7,24,11,19,0.0,-2,7,-1.1,0.0
COc1ccc(-c2noc(-c3ccc4c(c3)OCO4)n2)cc1,6,3,3,6,0.6,2,0,0.7,0.5
CCO[C@H]1OC(C(=O)NCc2ccccc2)=C[C@@H](c2ccccc2)[C@@H]1CCCO,18,-14,0,7,1.8,20,-4,-0.5,4.2
Cc1c[n+](C)ccc1CC1C([N+](=O)[O-])=C[N-]c2ncnn21 (stereo not given),6,0,3,1,0.6,11,-2,1.4,1.1

# Source: PubChem BioAssay
